DAX1 inh-1: DAX1 (NR0B1) inhibitors on StAR promoter, primary screen, cell-based, luminescence, SF-1 (NR5A1), full-length DAX-1. HEK293T StAR-luciferase reporter, SF-1/DAX-1 repression relief. inhibition, % at 6.8 µM. 1.1% of 370,000 active. AID 652010, 2013;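 active means inhibition above the mean over all tested compounds plus 3 SD, cut at about 3.6% in these data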;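 further: 0% = DAX-1 cells with DMSO and 100% = cells lacking DAX-1 with DMSO; higher inhibition means more luminescence from relief of DAX-1 repression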
ssDAF12 agonist: S. stercoralis DAF-12 nuclear receptor activators, primary screen, cell-based, luminescence, HEK293, GRIP1 co-expression, lit1-tk-luc; activation, % at 6.8 µM; 1% of 370,000 active; HEK293 ssDAF-12/GRIP1 lit1-tk-luc reporter; % of 3 µM dafachronic acid response; Nuclear hormone receptor DAF-12 (Strongyloides stercoralis); AID 652126, 2013;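 active means activation above the mean over all tested compounds plus 3 SD, cut at about 0.9% in these data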;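 further: 0% = DMSO-only wells and 100% = 3 µM delta7-dafachronic acid wells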
SMARCA2 act: SMARCA2 (BRM) function activators, primary screen, cell-based, luminescence, high throughput. MG213 cells, MMTV-luciferase reporter, dexamethasone, overnight. activation, % at 9.1 µM. 1% of 370,000 active. AID 652017, 2013; in the data active means activation above about 7.8%;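 further: 0% = vehicle wells and 100% = reference activator wells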
HGIII-sPLA2 inh: human group III sPLA2 inhibitors, primary screen, biochemical, QFRET, BODIPY PC-A2 liposome substrate | inhibition, % at 12.2 µM | 0.56% of 370,000 active | QFRET BODIPY PC-A2 liposome hydrolysis, fluorescence | Group 3 secretory phospholipase A2 (Homo sapiens), Q9NZ20;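 active means inhibition above mean plus 3 SD of compounds lying within the high and low control bounds, cut at about 19% in these data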;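 further: 0% = median of test compound wells and 100% = no enzyme DMSO wells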
DAX1 inh-2: DAX1 (NR0B1) inhibitors, primary screen, cell-based, HEK293, Gal4-DAX1, luciferase luminescence. Nuclear receptor subfamily 0 group B member 1 (Homo sapiens), P51843. HEK293 Gal4-DAX1 luciferase reporter. inhibition, % at 6.75 µM. 0.99% of 340,000 active. AID 504766, 2011;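 active means inhibition above the mean over all tested compounds plus 3 SD, cut at about 4.2% in these data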;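 further: 0% = DAX1-transfected cells with DMSO and 100% = empty-vector control cells with DMSO; inhibition shows as a rise in luminescence from relieved DAX1 repression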
Target sequence (P51843 207-470 limits assumed): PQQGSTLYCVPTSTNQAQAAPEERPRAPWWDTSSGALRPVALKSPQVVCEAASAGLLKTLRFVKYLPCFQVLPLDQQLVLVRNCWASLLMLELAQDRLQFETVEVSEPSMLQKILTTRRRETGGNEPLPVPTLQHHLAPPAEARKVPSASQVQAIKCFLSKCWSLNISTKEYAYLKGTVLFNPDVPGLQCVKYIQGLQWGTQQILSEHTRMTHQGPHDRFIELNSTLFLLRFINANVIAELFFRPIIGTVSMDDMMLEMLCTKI
ADAM10 inh: human ADAM10 inhibitors, primary screen, biochemical, QFRET, HTS; Disintegrin and metalloproteinase domain-containing protein 10 (Homo sapiens), O14672; recombinant ADAM10, EDANS/DABCYL FRET peptide cleavage, 3 h; inhibition, % at 7 µM; 0.62% of 370,000 active; AID 720582, 2013;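 active means inhibition above a per-campaign cutoff equal to the mean of compounds falling between control-based bounds plus 3 SD, cut at about 20% in these data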;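 further: 0% = DMSO wells while the 100% control is not disclosed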
Target sequence (O14672 214-748 limits assumed): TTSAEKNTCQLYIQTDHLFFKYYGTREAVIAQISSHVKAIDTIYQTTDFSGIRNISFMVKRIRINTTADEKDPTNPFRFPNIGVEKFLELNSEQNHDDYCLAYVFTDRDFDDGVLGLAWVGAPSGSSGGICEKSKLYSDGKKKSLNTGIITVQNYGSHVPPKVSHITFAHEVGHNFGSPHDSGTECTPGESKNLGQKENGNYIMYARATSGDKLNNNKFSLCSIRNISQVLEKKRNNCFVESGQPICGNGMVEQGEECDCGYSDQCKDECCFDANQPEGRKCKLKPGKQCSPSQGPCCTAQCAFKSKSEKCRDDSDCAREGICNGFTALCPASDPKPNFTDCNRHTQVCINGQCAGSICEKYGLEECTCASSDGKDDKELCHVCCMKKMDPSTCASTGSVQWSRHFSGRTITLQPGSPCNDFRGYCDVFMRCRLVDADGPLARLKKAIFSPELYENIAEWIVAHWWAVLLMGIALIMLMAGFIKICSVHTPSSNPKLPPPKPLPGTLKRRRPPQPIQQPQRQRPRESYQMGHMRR
NPR1 activator: GC-A stimulated cGMP production enhancers – HEK293 GC-A cells, cGMP TR-FRET, EC30 ANP, primary screen | Atrial natriuretic peptide receptor 1 (Homo sapiens), P16066 | 0% at EC30 ANP, 100% saturating ANP | activation, % at 10 µM | 0.14% of 370,000 active | AID 1671463, 2021; in the data active means activation above about 40%
hgDAF-12 ag: H. glycines DAF-12 receptor agonists, primary screen, cell-based, luminescence, HEK293, GAL4 fusion, UAS-luciferase. Nuclear hormone receptor DAF-12 (Heterodera glycines), GAL4 fusion. HEK293 GAL4-hgDAF12 UAS-luciferase reporter, agonist luminescence; normalized to butyrate control. activation, % at 6.8 µM. 1.8% of 370,000 active;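 active means activation above a cutoff set at the mean of all screened compounds plus 3 SD, cut at about 10% in these data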;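 further: 0% = DMSO wells and 100% = sodium butyrate wells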
GC-B act: human GC-B receptor activators, primary screen, HEK293 GC-B cells, cGMP TR-FRET, EC30 CNP. Atrial natriuretic peptide receptor 2 (Homo sapiens), P20594. 0% at EC30 CNP, 100% saturating CNP. activation, % at 10 µM. 0.11% of 370,000 active. AID 1920062, 2024;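 active means activation at 10 µM reaching about 35% in either raw or pattern-adjusted values, limit read from the data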
FXN GAA850 act: FXN promoter activators, primary screen, cell-based, luciferase luminescence, HEK293 lucGAA850; HEK293 lucGAA850 FXN promoter luciferase reporter, 24 h; percent of 10 µM SAHA response; activation, % at 6 µM; 0.56% of 360,000 active;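 active means activation above the average of all compounds screened plus 3 SD, cutoff fixed separately per campaign, cut at about 7.5% in these data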;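 further: 0% = DMSO wells and 100% = 10 µM SAHA wells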
hcDAF12 agonist: H. contortus DAF-12 nuclear receptor activators, primary screen, cell-based, luminescence, HEK293, lit1-tk-luc reporter; HEK293 hcDAF-12 lit1-tk-luc reporter; 0% DMSO, 100% Δ7-dafachronic acid; activation, % at 6.8 µM; 1.4% of 370,000 active;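 active means activation above the mean of all tested compounds plus 3 SD, cut at about 5.5% in these data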;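 further: 100% = response to 3 µM Δ7-dafachronic acid high control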
Active calls of the source: *. Some of the compounds tested, so the mix of outcomes need not match the whole.

How did COC(=O)C1=C(c2cc3ccccc3o2)C[C@@H]2CC[C@H]1N2C do in these assays?
DAX1 inh-1: 0.2; ssDAF12 agonist: -0.8; SMARCA2 act: 1.7; HGIII-sPLA2 inh: -0.5; DAX1 inh-2: -0.5; ADAM10 inh: -8.2; NPR1 activator: -3.2; hgDAF-12 ag: 4.1; GC-B act: 4.2; FXN GAA850 act: 0.1; hcDAF12 agonist: 0.3

How did C[C@](N)(CCP(=O)(O)O)C(=O)O do in these assays?
DAX1 inh-1: -1.3; ssDAF12 agonist: -1.0; SMARCA2 act: 1.6; HGIII-sPLA2 inh: 5.9; DAX1 inh-2: -1.1; ADAM10 inh: -5.4; NPR1 activator: 0.1; hgDAF-12 ag: 2.0; GC-B act: 7.2; FXN GAA850 act: -0.7; hcDAF12 agonist: -0.1

How did COc1cccc(CNCCc2cccc(F)c2)c1OC do in these assays?
DAX1 inh-1: -0.7; ssDAF12 agonist: -0.6; SMARCA2 act: -3.9; HGIII-sPLA2 inh: 14.3; DAX1 inh-2: 0.3; ADAM10 inh: -8.1; NPR1 activator: -26.4; hgDAF-12 ag: -3.5; GC-B act: -13.6; FXN GAA850 act: 2.3; hcDAF12 agonist: -3.2

Results for CC(C)Oc1cccc(C(=O)C2CCCN(C3CCOCC3)C2)c1 (stereo not drawn) ?
DAX1 inh-1: 1.3; ssDAF12 agonist: -0.4; SMARCA2 act: -2.2; HGIII-sPLA2 inh: -3.4; DAX1 inh-2: 1.7; ADAM10 inh: -9.8; NPR1 activator: 3.7; hgDAF-12 ag: -0.2; GC-B act: 2.4; FXN GAA850 act: 0.6; hcDAF12 agonist: 3.1

How did COCCOC(=O)c1c(C)n(C)c2ccc(OC(=O)N(C)C)cc12 do in these assays?
DAX1 inh-1: -0.6; ssDAF12 agonist: -1.4; SMARCA2 act: -1.8; HGIII-sPLA2 inh: -2.3; DAX1 inh-2: 0.9; ADAM10 inh: -4.3; NPR1 activator: 2.9; hgDAF-12 ag: -0.2; GC-B act: 3.8; FXN GAA850 act: 1.1; hcDAF12 agonist: -0.5

What do the screens show for `Cc1nn(-c2ccccc2)c(C)c1NC(=O)COC(=O)Cc1ccccc1`?
DAX1 inh-1: 0.9; ssDAF12 agonist: -1.1; SMARCA2 act: -1.5; HGIII-sPLA2 inh: 1.5; DAX1 inh-2: -0.3; ADAM10 inh: -0.6; NPR1 activator: -0.3; hgDAF-12 ag: -0.3; GC-B act: -1.7; FXN GAA850 act: -0.9; hcDAF12 agonist: -1.0

What do the screens show for `Cc1cc(/C=C2\C(=O)NC(=O)N(c3ccc(Cl)cc3)C2=O)c(C)n1C`?
DAX1 inh-1: 0.5; ssDAF12 agonist: 0.6; SMARCA2 act: -6.1; HGIII-sPLA2 inh: 4.8; DAX1 inh-2: 0.0; ADAM10 inh: -10.3; NPR1 activator: 2.3; hgDAF-12 ag: -1.6; GC-B act: -3.2; FXN GAA850 act: 0.6; hcDAF12 agonist: 4.4

Results for O=[N+]([O-])c1cccc(NP(=O)(Oc2ccccc2)Oc2ccccc2)c1 ?
DAX1 inh-1: -0.6; ssDAF12 agonist: -1.5; SMARCA2 act: -2.8; HGIII-sPLA2 inh: -19.6; DAX1 inh-2: -0.2; ADAM10 inh: 19.7; NPR1 activator: -10.9; hgDAF-12 ag: 2.7; GC-B act: -8.2; FXN GAA850 act: 0.5; hcDAF12 agonist: -0.8

Results for O=C(c1cccn2c(=O)c3ccccc3nc12)N1CCC2(CC1)OCCO2 ?
DAX1 inh-1: -0.9; ssDAF12 agonist: -1.1; SMARCA2 act: 0.2; HGIII-sPLA2 inh: 4.9; DAX1 inh-2: -0.9; ADAM10 inh: inactive; NPR1 activator: -0.8; hgDAF-12 ag: -0.6; GC-B act: 0.4; FXN GAA850 act: -1.3; hcDAF12 agonist: -1.9

What do the screens show for `CC(C(=O)c1ccccc1)N1C(=O)c2ccccc2C1=O` (stereo not drawn)?
DAX1 inh-1: -0.1; ssDAF12 agonist: -0.9; SMARCA2 act: 0.9; HGIII-sPLA2 inh: -1.3; DAX1 inh-2: 0.3; ADAM10 inh: -3.9; NPR1 activator: -0.1; hgDAF-12 ag: -0.1; GC-B act: 5.9; FXN GAA850 act: 1.4; hcDAF12 agonist: -3.0

What do the screens show for `N[C@@]1(C(=O)O)CC[C@@H](C(=O)O)C1`?
DAX1 inh-1: -1.1; ssDAF12 agonist: -1.1; SMARCA2 act: 2.8; HGIII-sPLA2 inh: 0.2; DAX1 inh-2: -0.7; ADAM10 inh: -1.4; NPR1 activator: 3.6; hgDAF-12 ag: -0.8; GC-B act: -0.4; FXN GAA850 act: 0.0; hcDAF12 agonist: 0.4

How did COC(=O)C1=C(c2c(C)noc2C)C[C@@H]2CC[C@H]1N2C(=O)NC(C)C do in these assays?
DAX1 inh-1: -0.1; ssDAF12 agonist: -1.3; SMARCA2 act: 1.8; HGIII-sPLA2 inh: 2.2; DAX1 inh-2: 0.9; ADAM10 inh: 3.1; NPR1 activator: 1.6; hgDAF-12 ag: 0.6; GC-B act: -2.9; FXN GAA850 act: -0.8; hcDAF12 agonist: -0.1

What do the screens show for `CCCCn1c(=O)c(C(=O)NCc2ccc(Cl)cc2)c(O)c2ccccc21`?
DAX1 inh-1: 0.5; ssDAF12 agonist: -0.2; SMARCA2 act: -1.7; HGIII-sPLA2 inh: 2.6; DAX1 inh-2: 2.0; ADAM10 inh: -7.6; NPR1 activator: 0.2; hgDAF-12 ag: -0.6; GC-B act: 1.2; FXN GAA850 act: 1.0; hcDAF12 agonist: 2.8

How did Brc1ccccc1 do in these assays?
DAX1 inh-1: 0.0; ssDAF12 agonist: -0.7; SMARCA2 act: -1.1; HGIII-sPLA2 inh: 9.4; DAX1 inh-2: 1.5; ADAM10 inh: 5.6; NPR1 activator: 3.0; hgDAF-12 ag: 2.4; GC-B act: 2.7; FXN GAA850 act: -0.9; hcDAF12 agonist: -1.6

What do the screens show for `CCCCCn1c(=O)c(C(=O)Nc2nc3ccccc3[nH]2)c(O)c2ccccc21`?
DAX1 inh-1: 0.3; ssDAF12 agonist: -1.0; SMARCA2 act: -1.4; HGIII-sPLA2 inh: 1.1; DAX1 inh-2: -1.1; ADAM10 inh: -8.7; NPR1 activator: 0.5; hgDAF-12 ag: 1.5; GC-B act: 2.2; FXN GAA850 act: 0.1; hcDAF12 agonist: -0.3

What do the screens show for `CN(C)c1ccc(P(=S)(N(C)C)N(C)C)cc1`?
DAX1 inh-1: -0.8; ssDAF12 agonist: -1.2; SMARCA2 act: -0.7; HGIII-sPLA2 inh: 2.8; DAX1 inh-2: 0.1; ADAM10 inh: 1.0; NPR1 activator: -1.4; hgDAF-12 ag: 3.6; GC-B act: 0.4; FXN GAA850 act: 1.2; hcDAF12 agonist: -1.5

Results for Cc1ccc(C(=O)N/C(=C\Cl)P(=O)(c2ccccc2)c2ccccc2)cc1 ?
DAX1 inh-1: -1.0; ssDAF12 agonist: -1.4; SMARCA2 act: 4.4; HGIII-sPLA2 inh: 6.2; DAX1 inh-2: 2.6; ADAM10 inh: 6.4; NPR1 activator: -3.9; hgDAF-12 ag: -2.4; GC-B act: 10.4; FXN GAA850 act: 0.8; hcDAF12 agonist: -0.2

Results for OC1(CN2CCOCC2)C2CC3CC(C2)CC1C3 (stereo not drawn) ?
DAX1 inh-1: 0.0; ssDAF12 agonist: -0.8; SMARCA2 act: -2.0; HGIII-sPLA2 inh: -0.3; DAX1 inh-2: 1.3; ADAM10 inh: 7.0; NPR1 activator: 3.0; hgDAF-12 ag: 1.6; GC-B act: 1.8; FXN GAA850 act: -2.1; hcDAF12 agonist: 1.8

What do the screens show for `Cc1nn(Cc2ccccc2)c(C)c1C(=O)OCC(=O)NC1CCS(=O)(=O)C1` (stereo not drawn)?
DAX1 inh-1: 0.7; ssDAF12 agonist: -1.3; SMARCA2 act: -1.0; HGIII-sPLA2 inh: 1.9; DAX1 inh-2: -0.5; ADAM10 inh: -5.9; NPR1 activator: 0.0; hgDAF-12 ag: 0.2; GC-B act: 7.9; FXN GAA850 act: 0.9; hcDAF12 agonist: -2.6

Results for CC(=O)OC1N=C(c2ccccc2)c2cc(Br)ccc2NC1=O (stereo not drawn) ?
DAX1 inh-1: 0.0; ssDAF12 agonist: -1.6; SMARCA2 act: -0.8; HGIII-sPLA2 inh: -5.4; DAX1 inh-2: -1.4; ADAM10 inh: 4.6; NPR1 activator: -50.8; hgDAF-12 ag: 0.0; GC-B act: -5.8; FXN GAA850 act: -1.7; hcDAF12 agonist: -1.2

How did COC(=O)C1=C(c2cccc(OC)c2OC)C[C@@H]2CC[C@H]1N2C(=O)NCc1ccccc1 do in these assays?
DAX1 inh-1: -0.1; ssDAF12 agonist: -0.8; SMARCA2 act: 0.2; HGIII-sPLA2 inh: 0.6; DAX1 inh-2: 0.7; ADAM10 inh: -6.7; NPR1 activator: -0.7; hgDAF-12 ag: -1.2; GC-B act: 0.7; FXN GAA850 act: 0.9; hcDAF12 agonist: -1.2

What do the screens show for `O=C(NC1CN2CCC1CC2)c1cccc(Cl)c1` (stereo not drawn)?
DAX1 inh-1: 1.1; ssDAF12 agonist: -0.9; SMARCA2 act: 0.1; HGIII-sPLA2 inh: 0.8; DAX1 inh-2: 0.9; ADAM10 inh: -6.7; NPR1 activator: -3.6; hgDAF-12 ag: 4.5; GC-B act: 1.1; FXN GAA850 act: -0.1; hcDAF12 agonist: 0.0

What do the screens show for `CC(C)CCC1(CCc2ccncc2)C(=O)NC(=O)NC1=O`?
DAX1 inh-1: -0.6; ssDAF12 agonist: -1.3; SMARCA2 act: -1.7; HGIII-sPLA2 inh: 5.9; DAX1 inh-2: -1.7; ADAM10 inh: -8.1; NPR1 activator: 2.6; hgDAF-12 ag: -0.2; GC-B act: -1.4; FXN GAA850 act: 0.9; hcDAF12 agonist: -2.8

What do the screens show for `CC(C)CN1Cc2cc(N3CCCCC3)ccc2-n2nncc2C1`?
DAX1 inh-1: -0.6; ssDAF12 agonist: -0.6; SMARCA2 act: 4.1; HGIII-sPLA2 inh: 4.1; ADAM10 inh: -4.3; NPR1 activator: 4.5; hgDAF-12 ag: -1.1; GC-B act: -5.5; hcDAF12 agonist: -0.8
